Bioassay records deposited in PubChem BioAssay by Sanford-Burnham Center for Chemical Genomics.
CCR6 antagonist = CCR6 (human) receptor antagonism | CHO-K1 CCR6 PathHunter beta-arrestin, luminescence, CCL20-stimulated | inhibition, % at 20 µM | 340,000 tested, 0.49% active;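 active means compounds whose inhibition of the agonist-driven luminescence signal at 20 µM reaches about 50%, limit read from the data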;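 further: cells stimulated with CCL20 at 14 nM final; plate controls were DMSO with CCL20 for no effect and DMSO without agonist for full effect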
tim23-1 inh = tim23-1 yeast growth inhibition. inhibition, % at 20 µM. 330,000 tested, 1.3% active. S. cerevisiae tim23-1 growth, BacTiter-Glo luminescence, 24 h;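 active means growth inhibition of the mutant yeast at or above 50%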;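 further: temperature-sensitive mutant grown at 25 °C; plate controls were DMSO-treated mutant yeast for no effect and medium wells lacking yeast for full effect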
APJ antagonist = blocks the human apelin receptor APJ. P35414. CHO-K1 APJ beta-arrestin complementation, luminescence. inhibition, % at 20 µM. 330,000 tested, 0.32% active. AID 2521;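 active means inhibition above about 40% at 20 µM, limit read from the data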;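 further: cells challenged with 10 nM apelin-13 agonist together with compound; plate controls were apelin-13 plus DMSO wells for no effect and DMSO wells lacking apelin-13 for full effect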
Mdm2-MdmX inh = inhibitors of human Mdm2/MdmX interaction; O15151+Q00987; SaOS-2 split-luciferase Mdm2/MdmX complementation, luminescence; inhibition, % at 8 µM; 330,000 tested, 3% active;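 active means inhibition of at least 50% at 8 µM in the primary screen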
Target sequence (O15151 whole entry, looked up): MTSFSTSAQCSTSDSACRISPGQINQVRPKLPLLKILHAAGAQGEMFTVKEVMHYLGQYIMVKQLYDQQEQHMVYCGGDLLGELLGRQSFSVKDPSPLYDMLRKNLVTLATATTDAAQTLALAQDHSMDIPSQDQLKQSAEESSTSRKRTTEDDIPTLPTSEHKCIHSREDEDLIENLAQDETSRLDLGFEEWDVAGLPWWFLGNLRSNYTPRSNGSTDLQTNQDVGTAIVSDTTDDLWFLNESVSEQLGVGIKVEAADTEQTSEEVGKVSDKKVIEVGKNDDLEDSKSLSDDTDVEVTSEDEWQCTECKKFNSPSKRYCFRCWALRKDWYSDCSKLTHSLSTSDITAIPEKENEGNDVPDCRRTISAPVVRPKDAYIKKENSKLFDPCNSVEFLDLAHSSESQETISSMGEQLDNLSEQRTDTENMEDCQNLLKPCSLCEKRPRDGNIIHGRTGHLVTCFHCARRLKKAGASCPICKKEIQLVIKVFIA
Target sequence (Q00987 whole entry, looked up): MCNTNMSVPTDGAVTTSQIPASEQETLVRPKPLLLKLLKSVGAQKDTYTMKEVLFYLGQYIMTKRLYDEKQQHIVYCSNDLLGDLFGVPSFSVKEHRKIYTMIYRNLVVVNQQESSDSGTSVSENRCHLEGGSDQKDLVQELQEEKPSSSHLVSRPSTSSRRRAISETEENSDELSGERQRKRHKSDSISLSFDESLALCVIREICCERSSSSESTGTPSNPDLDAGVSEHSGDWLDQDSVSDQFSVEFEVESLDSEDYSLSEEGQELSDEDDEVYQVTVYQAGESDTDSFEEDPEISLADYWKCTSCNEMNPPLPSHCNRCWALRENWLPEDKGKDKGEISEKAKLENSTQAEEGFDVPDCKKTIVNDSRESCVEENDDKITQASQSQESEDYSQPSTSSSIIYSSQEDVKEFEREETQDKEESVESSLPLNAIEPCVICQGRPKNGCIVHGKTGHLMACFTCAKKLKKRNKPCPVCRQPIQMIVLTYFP
CHOP UPR activ = apoptotic UPR (CHOP) activation; CHO-CHOP luciferase reporter, luminescence; percent of tunicamycin response over DMSO baseline; activation, % at 10 µM; 330,000 tested, 0.34% active;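 active means at 10 µM dose, activation of 40% or more, normalized to positive control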;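 further: 100% = tunicamycin at 10 µg/mL and 0% = DMSO alone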
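Evaluation: % reporter activation, DMSO baseline versus tunicamycin full activation; System: CHO-CHOP luciferase reporter cell line; Input: 500 cells/well; Incubation: 6 h compound treatment, 37 °C; Measured by: Steady-Glo luciferase luminescence; Dosing: one dose, 10 µM in 0.5% DMSO; Buffer or medium: F12 medium, 10% FBS; Benchmarks: positive tunicamycin 10 µg/mL, negative DMSO alone.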
APJ ag = APJ receptor agonism; P35414; CHO-K1 APJ PathHunter beta-arrestin, luminescence; 0% DMSO wells, 100% apelin; activation, % at 20 µM; 330,000 tested, 0.11% active; AID 2520;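 active means activation more than six SD over the plate average, tested at 20 µM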;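 further: 0% = DMSO alone and 100% = apelin-13 at 10 nM; some results filed as inactive read as strong as hits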
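Test system: CHO-K1 APJ beta-arrestin complementation cell line | Compound: Single test compound dose, 20 µM final, 1% DMSO | Incubation: Compound 90 min 25 °C, reagent 1 h | Measured by: beta-gal luminescence | Read-out basis: APJ–arrestin association signal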
UPR XBP1 act = adaptive UPR (XBP1) activation; CHO-XBP1 luciferase reporter, IRE1-XBP1 UPR activation, luminescence; percent of tunicamycin response, DMSO as zero; activation, % at 20 µM; 330,000 tested, 0.33% active; AID 463104;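 active means versus positive control, 20 µM dose yields 30% or more activation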;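 further: 100% = tunicamycin at 10 µg/mL and 0% = DMSO only wells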
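Material: CHO-XBP1 cells stably carrying IRE1-XBP1-driven luciferase reporter / Amount: 1000 cells per well / Compound: 20 µM, 1% DMSO / Times: 6 h treatment, 37 °C / Detection: luciferase luminescence / Measure: % activation of reporter signal versus tunicamycin and DMSO controls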
EBI2 antag = blocks human EBI2 receptor beta-arrestin signaling; P32249; EBI2 beta-arrestin recruitment, luminescence, 7a,25-OHC stimulated; inhibition, % at 5 µM; AID 651636; 360,000 tested, 0.81% active; in the data active means inhibition above about 38%;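 further: enzyme fragment complementation signal reports receptor beta-arrestin coupling in cells; 0% = agonist plus DMSO wells and 100% = wells without agonist; some results beyond the cut were filed as inactive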
CXCR6 inh = inhibitors of human CXCR6 receptor; O00574; CHO-K1 PathHunter CXCR6 beta-arrestin, luminescence; inhibition, % at 20 µM; 360,000 tested, 0.36% active; AID 602244; in the data active means inhibition above about 34%, passing the limit was not always enough;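 further: antagonist mode with CXCL16 agonist at 10 nM final; 0% = 10 nM CXCL16 with DMSO and 100% = unstimulated wells without agonist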
* marks the source's active call; other numbers are inactive results.

SMILES | CCR6 antagonist | tim23-1 inh | APJ antagonist | Mdm2-MdmX inh | CHOP UPR activ | APJ ag | UPR XBP1 act | EBI2 antag | CXCR6 inh
CC(C)Oc1ccc(C(CC(=O)O)NC(=O)C2CCCCC2)cc1 (configuration not stated) | -9 | 1 | 11 | 0 | -0.3 | -3 | -1 | 1 | 2
O=C(N/C(=C\c1ccc2c(c1)OCO2)C(=O)N1CCOCC1)c1ccccc1Br | -1 | 13 | -22 | 14 | 2.1 | 1 | -3 | 6 | 2
CCCCC(C(=O)NC1CCCC1)N(C(=O)c1snc(C(N)=O)c1N)c1ccc(C)cc1 (configuration not stated) | 11 | -21 | 12 | 9 | 0.9 | 2 | -4 | 50* | 11
COc1ccccc1CNC(=O)CNC(=O)c1cn(-c2ccccc2OC)c(=O)c2ccccc12 | -17 | 6 | -2 | -25 | 0.3 | 0 | -3 | -8 | 2
O=C(NCc1cccnc1)c1ccc(CS(=O)(=O)c2ccc(Cl)cc2)o1 | -10 | 21 | -10 | 2 | -1.3 | 0 | -1 | -8 | -5
COCCC1CCCCN1C(=O)c1ccc(OC)c(OC2CCN(C(C)=O)CC2)c1 (configuration not stated) | -3 | 0 | 11 | -3 | -1.2 | -6 | -3 | -3 | -1
CCc1cccc(NC(=O)CN(C)S(=O)(=O)c2cnc[nH]2)c1 | 3 | 5 | -17 | 14 | -0.9 | -2 | -2 | 3 | 5
CC(C)c1nc2n[nH]c(N)c2c2c1CSC(C)(C)C2 | -6 | 27 | -30 | 24 | -2.3 | 4 | 2 | 0 | -6
O=C(CN1C(=O)c2ccccc2C1=O)NCCOc1ccccc1 | 9 | 6 | -16 | -3 | 0.9 | -3 | -4 | -2 | 3
COc1cccc(C2C(C(=O)OC(C)C)=C(C)N=c3s/c(=C\c4ccc(C(=O)O)cc4)c(=O)n32)c1 (configuration not stated) | 15 | 18 | 9 | 1 | 0.6 | -2 | 4 | 7 | 2
O=C(NCc1ccc(/C=N\NC(=O)C(=O)Nc2ccccc2Br)o1)C(=O)Nc1ccccc1 | 7 | -2 | -18 | 14 | 4.5 | -1 | 4 | -3 | 7
CC1(C)Cn2c(nnc2-c2ccccc2)S1 | 7 | -5 | 2 | 1 | -2.3 | -4 | -1 | 1 | 1
CCCCc1nnc(NC(=O)Cc2ccc(OC)c(S(=O)(=O)N3CCOCC3)c2)s1 | 8 | 15 | 7 | 7 | 0.6 | -4 | 0 | -2 | 11
CCC(C)[C@H](NC(=O)Nc1ccc(C)cc1C)C(=O)O (some centres not stated) | 5 | 4 | -1 | 5 | -2.9 | -5 | -3 | 2 | -1
CCC1Oc2ccccc2N(CC(=O)Nc2ccccc2OC)C1=O (configuration not stated) | -1 | 17 | 2 | 11 | -0.7 | -3 | 0 | 3 | 7
COc1cc(C(=O)NCC(c2ccco2)N2CCOCC2)cc(OC)c1OC (configuration not stated) | -5 | 10 | 2 | 9 | 2.3 | 8 | -4 | 3 | -7
CN(C)N1C(N)=C(C#N)C(c2ccc(Br)cc2)C2=C1CC(C)(C)CC2=O (configuration not stated) | 12 | -2 | 6 | 11 | 1.2 | -4 | -4 | 0 | 4
CC(C(=O)OCn1nnc2ccccc2c1=O)N1C(=O)c2ccccc2C1=O (configuration not stated) | -4 | -19 | 3 | -15 | 0.0 | -3 | 0 | -10 | 5
CCCCNC(=O)c1cccc(NC(=O)C(=O)c2ccccc2NC(C)=O)c1 | 19 | 3 | 17 | 16 | 0.4 | -2 | -2 | -3 | 3
COc1cccc(C(=O)/C=C/c2ccc(N3CCCCC3)c([N+](=O)[O-])c2)c1 | 26 | 15 | -2 | 11 | 4.7 | -2 | -3 | 21 | 27
COCC(=O)Nc1sc2c(c1C(=O)OC)CCC(C)C2 (configuration not stated) | 6 | 17 | -14 | 14 | -1.0 | 3 | 0 | 9 | 8
CN(c1ccccc1)c1nc(N)c(C#N)c(CC#N)c1C#N | 3 | 14 | -6 | 3 | -1.7 | 0 | 3 | -6 | -2
CCN1C(=O)C(CC(=O)Nc2ccc(OC)cc2)N(CCCN2CCN(c3ccc(F)cc3)CC2)C1=S (configuration not stated) | -12 | 14 | -27 | 28 | -2.4 | 3 | 0 | -1 | 1
CCCN1C2CCCC1CC(NC(=O)Nc1cccc(C(C)=O)c1)C2 (configuration not stated) | 22 | -9 | 24 | 16 | 0.5 | -1 | 0 | 2 | -7
Cc1cc(C)c(S(=O)(=O)Nc2cc(C)on2)c(C)c1 | 0 | 20 | -7 | 21 | 1.6 | -3 | -5 | 2 | -7
CCCCCn1cnc2c(=S)nc(N)[nH]c21 | -9 | 3 | 0 | -5 | -0.5 | -3 | 3 | 0 | -5
CC(=O)Nc1ccccc1OCC(=O)c1cc(C)n(Cc2cccs2)c1C | 6 | 19 | -1 | -9 | 6.6 | -1 | 2 | -3 | -2
Nc1nc(Br)c2ccccc2c1-c1ccc(F)cc1 | -3 | -3 | 0 | 27 | -0.7 | -4 | 4 | -4 | -9
CC(=O)c1cccc(NC(=S)NC(=O)CC(C)(C)C)c1 | -20 | 28 | 31 | 1 | 2.4 | -2 | -2 | -8 | -3
O=C(Nc1nnc(SCc2ccccc2)s1)C1=COCCO1 | 11 | 44 | -11 | -32 | 1.7 | -8 | 1 | -8 | 1
O=C(N/C(=C\c1ccccc1)C(=O)N1CCN(CCO)CC1)c1ccccc1 | -20 | 11 | 0 | -9 | -0.3 | -3 | -1 | 4 | -8
O=C(Nc1ccccc1N1CCOCC1)c1cc(-c2ccco2)nc2ccccc12 | 19 | 16 | 2 | 70* | -0.7 | 3 | 6 | -9 | 7
COc1ccccc1C(=O)C1CCCN(C(=O)c2snnc2C)C1 (configuration not stated) | 3 | 6 | 7 | 17 | -0.2 | -1 | 1 | -8 | -6
CCN(C(C)=O)c1cccc2ccccc12 | 7 | -3 | -7 | 21 | -0.7 | -4 | -1 | 7 | 8
COc1ccccc1NC(=O)CSc1nnc(C)n1CC1CCCO1 (configuration not stated) | 11 | -2 | 17 | 9 | 1.0 | -1 | 0 | 2 | 3
COc1cc(N2C(=O)c3ccccc3C2=O)c(Cl)cc1C(=O)OCC(=O)N1CCOCC1 | 3 | 2 | 3 | -4 | 0.6 | -3 | 4 | -10 | 0
CC(C)CC1NC(=O)N(CC(=O)N2CCN(S(=O)(=O)c3ccc(Cl)cc3)CC2)C1=O (configuration not stated) | 1 | 11 | 11 | 19 | -0.9 | -6 | 0 | -3 | -3
O=C(C[C@@H]1NS(=O)(=O)OC2CCCCC21)c1ccccc1 (some centres not stated) | 10 | 24 | -23 | -29 | -0.1 | 0 | 0 | 4 | -5
CCn1nc(C)cc1C(=O)OCC(=O)c1ccc(Cl)cc1 | 8 | 21 | 3 | 18 | 5.2 | -6 | -4 | -9 | 0
O=C(CSc1nc2ccccc2nc1N1CCCC1)Nc1ccc(F)cc1 | 5 | 15 | 14 | 37 | 0.9 | -4 | -3 | 9 | -1

Five records drawn at random from the list so far, as already listed:
SMILES | CCR6 antagonist | tim23-1 inh | APJ antagonist | Mdm2-MdmX inh | CHOP UPR activ | APJ ag | UPR XBP1 act | EBI2 antag | CXCR6 inh
O=C(C[C@@H]1NS(=O)(=O)OC2CCCCC21)c1ccccc1 (some centres not stated) | 10 | 24 | -23 | -29 | -0.1 | 0 | 0 | 4 | -5
COc1cc(N2C(=O)c3ccccc3C2=O)c(Cl)cc1C(=O)OCC(=O)N1CCOCC1 | 3 | 2 | 3 | -4 | 0.6 | -3 | 4 | -10 | 0
COCC(=O)Nc1sc2c(c1C(=O)OC)CCC(C)C2 (configuration not stated) | 6 | 17 | -14 | 14 | -1.0 | 3 | 0 | 9 | 8
O=C(Nc1ccccc1N1CCOCC1)c1cc(-c2ccco2)nc2ccccc12 | 19 | 16 | 2 | 70* | -0.7 | 3 | 6 | -9 | 7
Cc1cc(C)c(S(=O)(=O)Nc2cc(C)on2)c(C)c1 | 0 | 20 | -7 | 21 | 1.6 | -3 | -5 | 2 | -7

Carrying on.
SMILES | CCR6 antagonist | tim23-1 inh | APJ antagonist | Mdm2-MdmX inh | CHOP UPR activ | APJ ag | UPR XBP1 act | EBI2 antag | CXCR6 inh
O=C1C(=O)N(Cc2ccccc2)C(=O)N1CCOc1ccccc1 | -7 | 7 | 3 | 14 | -0.8 | -3 | -3 | 2 | 3
COc1ccc(NC(=O)N(C)C[C@H]2Oc3c(NC(=O)C4CCCCC4)cccc3C(=O)N([C@H](C)CO)C[C@@H]2C)cc1 | -6 | 17 | -7 | 13 | 0.9 | 1 | 1 | 2 | -2
CCCc1ccc(S(=O)(=O)N2CCN(C(C)C(=O)NC3CCCC3)CC2)cc1 (configuration not stated) | 15 | 27 | 15 | 25 | 0.5 | 5 | -2 | 9 | -20
Cc1ccc(NC(=O)CN(C)C(=O)/C=C/c2cccs2)cc1 | -1 | 4 | 0 | -6 | 3.5 | 1 | 1 | 6 | 6
CCOc1ccc(/C=N/Nc2cc(C)nc(N3CCOCC3)n2)cc1 | 7 | 25 | -18 | -5 | 7.0 | 4 | 4 | 2 | -4
CCN(c1ccc(C(=O)CSc2nnc(C3CC3)n2C2CC2)cc1)S(C)(=O)=O | 11 | 16 | 16 | 9 | -0.4 | -3 | -1 | -8 | 10
CCN1CCc2c(sc(NC(=O)Cc3ccccc3)c2C(N)=O)C1 | -6 | 1 | 7 | 17 | 0.0 | -4 | 1 | -7 | 0
O=C(COC(=O)CNS(=O)(=O)c1ccc(F)c(F)c1F)Nc1ccc(OC(F)F)cc1 | -2 | 11 | 5 | 1 | 4.9 | 1 | 0 | -3 | -1
COc1cccc(C2(c3cccc(OC)c3)CC2C(=O)Nc2cccc3ccccc23)c1 (configuration not stated) | 17 | -5 | -1 | -4 | 5.8 | -3 | -3 | 19 | 2
Cc1ccc(NC(=O)C2=CC=CN3CCS(=O)(=O)N=C23)cc1 | 4 | 12 | -6 | 1 | 2.1 | 1 | 3 | 3 | 4
CCCc1cc(=O)oc2cc(OCC(=O)NCCc3c[nH]c4ccc(OC)cc34)ccc12 | 22 | 15 | -66 | -5 | -4.6 | 0 | 0 | 12 | 3
COc1ccc2nc(C3CCCCC3)nc(C3CCCCC3)c2c1 | 25 | 14 | 23 | 15 | -0.8 | -6 | -1 | 12 | 4
O=C(NNC(=O)c1ccc(Br)s1)NC1CCCCC1 | 1 | -12 | 7 | 12 | -0.4 | -2 | -4 | 3 | 2
CCN1CCC(C(N)=O)CC1 | 7 | -3 | -4 | 11 | 2.1 | 0 | -6 | -7 | -14
Cc1ccc(S(=O)(=O)CCC(=O)OCC(=O)NC2CCS(=O)(=O)C2)cc1 (configuration not stated) | 9 | -18 | -8 | -17 | -0.6 | -3 | -3 | -5 | -7
CCCCCCn1c(=O)c(-c2ccccc2)c(O)c2ccccc21 | 7 | 50* | 5 | 9 | -0.7 | -3 | 0 | 0 | 2

A portion of the library. The share of hits here may be higher or lower than overall.
